# Assay outcomes from PubChem.
# M1 ag parental: counter-screen for M1 agonists: effect in parental CHO-K1 cells | AID 602248, 2012 | Fluo-8 calcium fluorescence; scaled to maximal ATP response, vehicle zero | 0.48% of 360,000 active | activation, % at 3 µM; in the data active = activation above about 15%;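 note: untransfected CHO-K1 host cells lacking M1 receptor as counterscreen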
# CHO-K1 Ca PAM: nonselective calcium activators in parental CHO-K1 cells, primary screen, counter-screen for M1 PAM project, cell-based, Fluo-8 calcium fluorescence, full deck, 1536-well | ATP EC20; 0% at ATP EC20, 100% at ATP max | 0.02% of 360,000 active | activation, % at 3 µM;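 active = activation above the run cutoff, the mean activation of all test compounds plus 3 SD, cut at about 40% in these data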;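 note: peak over basal fluorescence ratio in a 140 s read after ATP addition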
# CHRM5 PAM: human M5 muscarinic receptor positive allosteric modulators, primary screen, CHO-K1 cells, Fluo-8 calcium fluorescence; Muscarinic acetylcholine receptor M5 (Homo sapiens), P08912; CHO-K1 hM5, ACh EC20 PAM; 0% = ACh EC20, 100% = ACh EC100; activation, % at 3 µM; 0.3% of 360,000 active; AID 624038, 2012;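 active = activation above the run cutoff, the mean activation of all test compounds plus 3 SD, cut at about 18% in these data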
# Target sequence (P08912 whole entry, looked up): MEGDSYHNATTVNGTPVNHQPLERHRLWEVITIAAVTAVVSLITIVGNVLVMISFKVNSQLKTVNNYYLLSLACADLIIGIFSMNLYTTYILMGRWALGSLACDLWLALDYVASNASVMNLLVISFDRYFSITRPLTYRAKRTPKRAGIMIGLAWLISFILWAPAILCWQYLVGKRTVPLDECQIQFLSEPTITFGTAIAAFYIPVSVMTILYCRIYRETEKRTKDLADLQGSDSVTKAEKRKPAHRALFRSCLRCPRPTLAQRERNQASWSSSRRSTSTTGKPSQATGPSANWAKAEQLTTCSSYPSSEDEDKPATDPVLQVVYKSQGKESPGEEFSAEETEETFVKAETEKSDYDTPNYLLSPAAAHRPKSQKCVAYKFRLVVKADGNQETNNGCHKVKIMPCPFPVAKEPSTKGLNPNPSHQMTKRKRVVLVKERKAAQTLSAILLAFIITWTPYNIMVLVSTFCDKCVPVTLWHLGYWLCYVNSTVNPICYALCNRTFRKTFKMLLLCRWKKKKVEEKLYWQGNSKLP
#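 system = human M5 receptor in CHO-K1 cells | compound = one concentration, 3 µM final (nominal) | schedule = Post-acetylcholine fluorescence recording 140 s | signal = Fluo-8 calcium dye fluorescence, kinetic read | benchmarks = low control EC20 acetylcholine (0%), high control EC100 acetylcholine (100%) | repeats = singlicate, one well per test compound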
# CHO-K1 Ca antag: counter-screen for M1 antagonists: effect in parental CHO-K1 cells. inhibition, % at 3 µM. AID 602250. 0.6% of 360,000 active. ATP-induced calcium, Fluo-8 fluorescence;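 active = inhibition above a per-plate cutoff, the plate's mean sample inhibition plus 3 SD, cut at about 24% in these data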;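 note: 0% = DMSO plus EC80 ATP and 100% = DMSO alone without ATP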
# M5 ag: human M5 muscarinic receptor agonists, primary screen, CHO-K1 cells, Fluo-8 calcium fluorescence; CHO-K1 hM5 cells; 0% DMSO wells, 100% maximal acetylcholine response; activation, % at 3 µM; 0.19% of 360,000 active; AID 624037, 2012;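 active = activation above the run's mean over test compounds plus 3 SD, cut at about 23% in these data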;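 note: signal is peak over basal fluorescence ratio across the kinetic read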
# CHRM4 PAM: human M4 muscarinic receptor positive allosteric modulators, primary screen, CHO-K1 cells, Fluo-8 calcium fluorescence; Muscarinic acetylcholine receptor M4 (Homo sapiens), P08173; CHO-K1 hM4/Gqi5, ACh EC20; 0% = ACh EC20, 100% = maximal ACh; activation, % at 3 µM; 0.4% of 360,000 active;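 active = activation above its plate's cutoff, the mean activation of sample wells plus 3 SD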; note: some results filed as inactive read as strong as hits
# Target sequence (P08173 whole entry, looked up): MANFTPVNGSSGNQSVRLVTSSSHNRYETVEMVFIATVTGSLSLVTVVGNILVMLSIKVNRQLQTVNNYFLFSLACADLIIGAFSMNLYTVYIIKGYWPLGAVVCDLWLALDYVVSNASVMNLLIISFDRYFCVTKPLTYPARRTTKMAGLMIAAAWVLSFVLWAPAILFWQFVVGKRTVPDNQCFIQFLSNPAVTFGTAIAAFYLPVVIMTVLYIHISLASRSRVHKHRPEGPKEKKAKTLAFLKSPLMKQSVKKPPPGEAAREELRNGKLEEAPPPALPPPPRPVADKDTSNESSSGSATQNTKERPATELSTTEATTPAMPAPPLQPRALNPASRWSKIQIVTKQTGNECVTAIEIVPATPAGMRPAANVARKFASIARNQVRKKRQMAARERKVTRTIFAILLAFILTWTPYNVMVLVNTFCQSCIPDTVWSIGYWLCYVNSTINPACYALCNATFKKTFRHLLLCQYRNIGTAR
# CHRM4 agonist: human M4 muscarinic receptor agonists, primary screen, CHO-K1 cells, Fluo-8 calcium fluorescence. activation, % at 3 µM. AID 624127, 2012. CHO-K1 hM4/Gqi5; vehicle 0%, full acetylcholine response 100%. 0.14% of 360,000 active. Muscarinic acetylcholine receptor M4 (Homo sapiens), P08173;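 active = activation above the run mean over all test wells plus 3 SD, cut at about 32% in these data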;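 note: peak over basal fluorescence ratio per well then scaled between controls; 0% = DMSO wells and 100% = acetylcholine at EC100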
# CHRM5 antagonist: human M5 muscarinic receptor antagonists, primary screen, CHO cells, Fluo-8 calcium fluorescence; AID 624040, 2012; inhibition, % at 3 µM; Muscarinic acetylcholine receptor M5 (Homo sapiens), P08912; CHO-hM5 cells, ACh EC80; 0.59% of 360,000 active;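 active = inhibition above a per-plate cutoff, the mean of that plate's test compounds plus 3 SD, cut at about 27% in these data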;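 note: 0% = acetylcholine EC80 with DMSO and 100% = DMSO without agonist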
# CHRM4 antagonist: human M4 muscarinic receptor antagonists, primary screen, CHO cells, Fluo-8 calcium fluorescence | Muscarinic acetylcholine receptor M4 (Homo sapiens), P08173 | CHO-hM4 cells, ACh EC80 | inhibition, % at 3 µM | 0.73% of 360,000 active | AID 624125, 2012;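 active = inhibition above its plate's cutoff, the mean inhibition of sample wells plus 3 SD, cut at about 27% in these data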;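 note: 0% = acetylcholine EC80 with DMSO and 100% = DMSO without agonist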
# Numbers without * were called inactive; x = not tested or not shown.
SMILES,M1 ag parental,CHO-K1 Ca PAM,CHRM5 PAM,CHO-K1 Ca antag,M5 ag,CHRM4 PAM,CHRM4 agonist,CHRM5 antagonist,CHRM4 antagonist
O=S(=O)(c1ccc(F)cc1)N1CCN(c2ccccn2)CC1,1.0,1,-7,-4,-7,1,3,9,2
Cn1cccc1C(C#N)(CC#N)c1cccc(F)c1C#N (stereo unspecified),0.3,16,0,-10,2,1,3,6,4
COC(=O)c1cccc(NC(=O)CSc2nnc(C3CC3)n2C)c1,0.3,14,-2,4,0,-2,-1,0,8
O=C(NCCN1CCc2ccccc2C1)Nc1ccc([N+](=O)[O-])cc1,1.3,11,-5,-12,-7,-42,2,7,19
Cc1ccc(C(=O)Nc2nc3ccc(S(C)(=O)=O)cc3s2)s1,1.4,7,-1,5,-2,-8,2,0,4
COc1ccc(-c2nnn(Cc3ccccc3)n2)cc1,-0.3,3,2,-2,0,-1,0,-1,-5
Cc1cc(NC(=O)NC2(C(F)(F)F)Oc3ccc(Cl)cc3O2)no1 (stereo unspecified),0.4,21,-3,-13,4,0,2,-3,-4
O=C(NCc1ccc2c(c1)OCO2)C1CCCN1S(=O)(=O)c1ccc(F)cc1 (stereo unspecified),0.7,7,9,-2,4,-4,1,-10,-2
COCCNC(=O)c1ccccc1NC(=O)C1COc2ccccc2O1 (stereo unspecified),1.7,-9,-13,14,0,-5,4,10,8
COc1cccc(/C=N/NC(=O)C(c2ccncc2)N2CCOCC2)c1 (stereo unspecified),0.4,7,-8,-5,-4,0,0,24,-4
C=CCOc1nc(N2CCCC2)nc(N2CCCC2)n1,-0.9,16,7,-11,-2,7,6,-9,-7
CCn1cc(S(=O)(=O)Nc2cc(F)ccc2C)cn1,-0.5,1,-3,-6,-2,-4,1,-6,-3
O=C(c1cc(COc2cccc3cnccc23)on1)N1CCC(c2ccccc2Cl)C1 (stereo unspecified),14,-10,-11,15,1,-12,19,21,15
CC(=O)N1CCN(CC(O)COc2ccc(Br)cc2)CC1 (stereo unspecified),6.2,4,-2,-2,0,3,1,-3,2
COc1ccccc1NC(=S)NC(=O)CC(C)C,-0.5,18,-3,-15,-7,1,0,-3,-4
NC(=O)c1ccsc1NC(=O)c1nc(-c2ccccc2)n(-c2ccccc2)n1,2.8,19,-36,-2,-10,-6,5,6,3
O=C(NCC1CCCN1S(=O)(=O)c1cccs1)c1ccc(Cl)cc1 (stereo unspecified),-0.1,0,-2,0,0,-8,2,10,4
O=C(NC1CCCCC1)C(c1ccnc2ccccc12)n1c(=O)c(-c2cc3ccccc3[nH]2)nc2ccccc21 (stereo unspecified),x,x,5,x,3,-4,0,-4,-2
CCn1c(SCC(=O)NCC2CCCO2)nc2cc(S(=O)(=O)N3CCCCC3)ccc21 (stereo unspecified),0.1,3,0,-11,0,-12,0,-4,9
C/C(=N\NC(=O)Cc1ccc(Cl)cc1)c1ccc(F)cc1,0.1,-4,-4,-2,0,-5,0,10,9
COc1ccc(S(=O)(=O)N2CCC(C(=O)NC3CC(C)(C)NC(C)(C)C3)CC2)cc1,0.5,6,-1,-7,-4,-3,0,6,4
CCCCC(=O)Nc1ncc(Br)s1,-0.5,-12,-9,-2,-4,-2,-1,-3,-10
CN=C1S/C(=C\c2cn(CC(=O)OC)c3ccccc23)C(=O)N1C,0.1,22,-10,1,-5,2,1,16,3
COc1cc(-c2nnc3sc(Cc4ccc(Cl)cc4)nn23)cc(OC)c1OC,1.1,25,7,-15,-3,1,1,-4,5
COc1ccc(-c2noc(CSc3nc4ccccc4c(=O)n3-c3ccc(C)cc3)n2)cc1,-0.3,4,1,7,2,-1,0,2,-8

# In the list so far, these have an aryl thioether with sulfur outside any ring.
SMILES,M1 ag parental,CHO-K1 Ca PAM,CHRM5 PAM,CHO-K1 Ca antag,M5 ag,CHRM4 PAM,CHRM4 agonist,CHRM5 antagonist,CHRM4 antagonist
COC(=O)c1cccc(NC(=O)CSc2nnc(C3CC3)n2C)c1,0.3,14,-2,4,0,-2,-1,0,8
CCn1c(SCC(=O)NCC2CCCO2)nc2cc(S(=O)(=O)N3CCCCC3)ccc21 (stereo unspecified),0.1,3,0,-11,0,-12,0,-4,9
COc1ccc(-c2noc(CSc3nc4ccccc4c(=O)n3-c3ccc(C)cc3)n2)cc1,-0.3,4,1,7,2,-1,0,2,-8

# (list continues)
SMILES,M1 ag parental,CHO-K1 Ca PAM,CHRM5 PAM,CHO-K1 Ca antag,M5 ag,CHRM4 PAM,CHRM4 agonist,CHRM5 antagonist,CHRM4 antagonist
O=C(CN1CCC(O)(c2ccc(F)cc2)CC1)NCc1ccc(F)cc1,1.0,-5,-3,-17,1,2,4,-4,-18
Cc1cc([N+](=O)[O-])ccc1NCc1ccco1,0.1,18,-3,-12,-11,1,-1,7,3
CCc1nnc(NC(=O)CSc2nnc(C3CCCCC3)n2-c2cccc(Cl)c2)s1,0.6,18,-2,-11,-1,4,-2,-2,-4
CCc1ccc(-c2ccc(C(=O)O)cc2)nc1,0.6,17,16,-15,1,15,0,-7,1
CS/C(N)=N/S(=O)(=O)c1ccc(NC(C)=O)cc1,-0.1,-1,-2,-10,-2,2,1,0,4
CNc1nc(Nc2ccccc2)nc(OCC(F)(F)F)n1,-0.7,6,-2,-7,-2,-2,0,-8,-5
Cc1cc(NC(=O)COC(=O)C2CC(=O)N(c3cccc(C)c3C)C2)no1 (stereo unspecified),0.8,9,-1,-11,-2,7,2,7,-11
O=C(Nc1nc(-c2cccs2)cs1)c1ccc([N+](=O)[O-])o1,0.1,2,-5,-7,6,0,0,16,-1
OC(c1ccccc1)(c1nc(-c2ccc3ccccc3c2)cs1)C(F)(F)F (stereo unspecified),1.7,22,-6,-12,-2,-5,1,3,2
O=C(CN1C(=O)c2ccccc2S1(=O)=O)Nc1ccccn1,0.9,-6,8,-2,2,9,0,-1,-8
CN(CC(=O)Nc1ccc(F)c(F)c1)S(=O)(=O)c1cccc2nsnc12,1.7,3,-15,18,-1,-2,7,8,-10
N#C/C(=C/c1cn(-c2ccccc2)nc1-c1cccc(OCc2ccc(F)cc2)c1)C(=O)NCCCn1ccnc1,0.4,21,-2,-8,-2,11,-1,15,9
COc1ccc2c(c1)sc(=NC(=O)CS(=O)(=O)c1ccc(F)cc1)n2C,6.2,13,1,1,-2,-8,6,-1,1
Cc1nc2cc(C(=O)OCC(=O)NC(C)C(C)C)ccc2n1-c1ccccc1 (stereo unspecified),2.6,12,-4,-6,3,3,4,4,4
Cn1c(-c2ccc(F)cc2)cnc1SCC(=O)NCc1ccco1,0.1,-6,0,14,-4,5,1,2,-4
O=C(COC(=O)CCC1CCCC1)Nc1nc2c(F)c(F)c(F)cc2s1,0.1,3,-1,3,0,5,1,0,9
O=C(CCS(=O)(=O)c1cc(Br)cc2c1N(C(=O)C1CC1)CC2)NCc1ccco1,0.6,17,-1,-6,-3,-3,1,-3,-6
COc1cc(OC)cc(-n2nnnc2SCC(=O)NCc2ccc3c(c2)OCO3)c1,-0.1,4,5,-9,-4,13,2,-12,-19
CC(NC(=O)C(=O)NN=C1CCC(C(C)(C)C)CC1)c1ccccc1 (stereo unspecified),-0.1,15,-5,-13,-3,2,1,0,-2
COc1cc(CC(=O)Nc2nc(-c3ccc(F)c(F)c3)cs2)cc(OC)c1OC,9.8,-11,-12,19,3,-11,30,21,3
Cc1nc2ncnn2c(N2CCN(c3cccc(C(F)(F)F)c3)CC2)c1C,7.5,-2,-17,4,2,-4,15,13,5
O=C(Cc1ccc([N+](=O)[O-])cc1)Nc1ccc2c(c1)OCO2,2.1,20,-4,-3,-3,-4,0,6,2
Cc1ccc(CN2CCN(Cc3ccon3)CC2CCO)cc1 (stereo unspecified),0.2,17,5,-9,-1,-2,1,4,4
COc1ccc(CCNC(=O)C2CCN(C(=O)c3cccs3)CC2)cc1,0.6,1,5,-13,0,15,2,5,-10
O=[N+]([O-])c1ccc(Oc2ccc(S(=O)(=O)N3CCOCC3)cn2)cc1,4.7,7,-8,-3,3,-11,2,7,3

# (list continues)
SMILES,M1 ag parental,CHO-K1 Ca PAM,CHRM5 PAM,CHO-K1 Ca antag,M5 ag,CHRM4 PAM,CHRM4 agonist,CHRM5 antagonist,CHRM4 antagonist
CCC(=O)Nc1nnc(S(=O)(=O)N(C)c2ccccc2)s1,0.1,-8,8,-16,-4,-4,2,4,-9
CC1=C(C(=O)OCc2ccccc2)C(c2ccc(-c3ccccc3)cc2)NC(=O)N1CCCCCC(=O)O (stereo unspecified),0.3,26,-3,-11,-4,-1,10,5,-2
CCOc1ccc(OCc2ccc(C(=O)N3CCCC(C)C3)cc2)cc1 (stereo unspecified),2.7,21,-9,-15,1,-12,4,-8,-4
COc1cc(NC(=S)N2CCN(c3ccccn3)CC2)c(OC)cc1Cl,-0.5,5,-2,9,-1,7,2,5,1
COc1ccccc1/C=C/C(=O)OCCN1CCOCC1,0.3,3,4,8,-1,4,0,0,2
CC(=O)Nc1ccc(NC(=O)N(c2ccccc2)c2ccccc2)cc1,1.6,16,-5,-12,-7,2,0,19,7
Cc1cccc(CCNC(=O)C2CCN(S(=O)(=O)N3CCOCC3)CC2)c1,1.0,-6,-2,-16,-1,-4,2,-3,-1
O=C(NNC(=O)C1CCCCC1)c1cnccn1,0.4,3,-2,-4,-1,4,1,-2,6
O=C(NCCNC(=O)c1ccccc1F)c1ccccn1,1.2,-2,1,-9,-1,-4,0,8,0
Cc1cccc(NC(=O)CCCc2ccccc2)c1,-0.2,4,-8,-2,-4,1,-1,7,-5
O=C(NCc1ccccc1)C(c1cccnc1)N(C(=O)c1ccccn1)c1cccc(F)c1 (stereo unspecified),1.1,6,4,-13,-1,6,2,2,-10
CC(CC(=O)NCCc1ccc(S(N)(=O)=O)cc1)c1ccccc1 (stereo unspecified),0.7,5,-2,-1,0,-1,0,-5,-3
OC[C@@H]1CN(Cc2ccc(Cl)cc2)C[C@H](n2cnc3c(NCc4ccc(F)cc4)ncnc32)O1,3.8,16,-2,-2,1,-4,14,-5,-3
COc1ccc(CNC(=O)CN2C(=O)NC(C)(c3cccc(Br)c3)C2=O)cc1 (stereo unspecified),4.6,1,-3,-16,0,2,3,-1,-7
CCOC(=O)CSc1nc2ccccc2n2cnnc12,1.4,25,4,-17,1,5,2,-4,-6
O=C(NCc1ccncc1)[C@@H]1CCCN1C(=O)[C@H]1CCCN1C(=O)c1ccccc1,0.7,12,-1,-20,3,1,1,6,7
C=CCOc1ccc(CNCCO)cc1OCC,0.2,9,2,-11,-1,1,1,-8,-4
OCc1ccnc(Cl)c1,0.0,13,5,-7,1,8,0,-4,-2
O=C(O)c1cnc(N2CCOCC2)nc1,0.5,20,-6,-8,-2,1,0,12,1
COc1ccc(/C(N)=N/OC(=O)CCCc2ccccc2)cc1OC,0.5,15,3,-8,-2,-7,-1,-6,12
C[C@H]1CN([C@@H](C)CO)C(=O)CCCn2nncc2CO[C@@H]1CN(C)S(=O)(=O)c1cn(C)cn1,-0.6,-6,1,15,2,-2,0,-7,-15
CCCCCn1c(Br)nc2c1c(=O)n(CC(N)=O)c(=O)n2C,0.3,11,1,-6,-3,5,2,-3,-15

# The order is random (roughly 2.7% active in at least one column).
